# SUMO HTRF inh – inhibitors of human SUMOylation (UBC9); P63279; HTRF SUMOylation assay, SAE1/SAE2 + UBC9, in vitro; actives 0.36% (n = 290,000); inhibition, % at 35 µM; AID 2006; in the data active = inhibition above about 50%, passing the limit was not always enough; inconclusive = no clear call, values can overlap the other calls; also: strong numbers were not always called active
# MEKK3 PB1 HTS – raises or lowers MEK5 binding to the human MEKK3 PB1 domain | bead-based flow cytometry, Alexa488-MEK5 binding to MEKK3; actives lie on both sides; 0 = blocked by unlabeled MEK5, 100 = vehicle | binding response (% of control), % at 10 µM | actives 1.4% (n = 290,000);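 active = binding response more than 3 SD above or below the average of its plate-row segment, actives on both sides; inconclusive = wells at one plate position flagged as instrument error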;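 also: Alexa488 bead fluorescence after subtracting the streptavidin-only scavenger bead signal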
# Target sequence (Q99759 whole entry, looked up, the tested form may be a part): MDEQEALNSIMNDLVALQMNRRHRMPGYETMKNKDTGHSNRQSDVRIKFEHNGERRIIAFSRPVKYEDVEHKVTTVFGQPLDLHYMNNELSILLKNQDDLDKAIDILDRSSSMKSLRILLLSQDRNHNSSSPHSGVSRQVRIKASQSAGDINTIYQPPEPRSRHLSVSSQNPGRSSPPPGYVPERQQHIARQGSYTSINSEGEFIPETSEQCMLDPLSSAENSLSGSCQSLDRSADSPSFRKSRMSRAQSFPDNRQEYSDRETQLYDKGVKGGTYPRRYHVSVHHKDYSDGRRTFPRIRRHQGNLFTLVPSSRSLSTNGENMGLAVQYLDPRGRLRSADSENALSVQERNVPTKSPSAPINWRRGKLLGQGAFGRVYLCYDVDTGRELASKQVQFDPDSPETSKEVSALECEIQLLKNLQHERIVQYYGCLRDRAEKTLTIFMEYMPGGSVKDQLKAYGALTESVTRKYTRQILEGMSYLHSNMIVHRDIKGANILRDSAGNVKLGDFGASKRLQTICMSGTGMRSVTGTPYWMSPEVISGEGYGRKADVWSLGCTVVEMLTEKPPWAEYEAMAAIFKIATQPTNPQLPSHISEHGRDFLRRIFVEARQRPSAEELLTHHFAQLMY
# CRFR2-BP ag – agonists of human CRF-binding protein/CRF-R2 receptor complex; actives 0.46% (n = 350,000); HEK293 CRF-R2/CRF-BP, calcium dye fluorescence (FLIPR); percent of saturating CRF peptide response; activation, % at 13.2 µM; AID 588473;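 active = activation of at least 50%, plus an integration ratio under a set limit after plate pattern correction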;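 also: plate controls were neutral control wells without compound for no effect and CRF at EC100 for full effect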
# NS3 helicase inh – blocks Hepatitis C virus NS3 helicase unwinding. inhibition, % at 10.9 µM. actives 0.56% (n = 290,000). NS3 helicase DNA unwinding, Cy5 molecular beacon fluorescence;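 active = inhibition above the mean of all tested compounds plus 3 SD, set per campaign, cut at about 35% in these data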;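 also: 0% = DMSO wells and 100% = thioflavine S control wells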
#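 Assay system: hepatitis C virus NS3 helicase domain fragment enzyme. Also added: annealed dual-labelled DNA beacon duplex, ATP-started. Timing: 1 h reaction at 25 °C, ATP-initiated. Technique: Cy5 fluorescence at 0 and 60 min, beacon hairpin quenching. Evaluation: % inhibition of unwinding. Replication: one well per compound.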
# MEKK2 WT-MEK5 – raises or lowers MEK5 binding to wildtype human MEKK2 PB1 domain | Q9Y2U5 | bead flow cytometry, Alexa488-MEK5 binding to MEKK2 WT; actives lie on both sides | binding response (% of control), % at 10 µM | actives 1.1% (n = 290,000) | AID 1531; in the data active = binding response below about 67% or above about 130%; inconclusive = no clear call, values can overlap the other calls; inactive = in between
# CRFBP-R2 block – CRF-BP/CRF-R2 complex antagonism. HEK293 CRF-R2/CRF-BP, CRF-induced calcium fluorescence. inhibition, % at 11.8 µM. actives 0.59% (n = 350,000). AID 588475;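 active = inhibition of the ligand-induced calcium signal above about 50% at the single tested concentration, limit read from the data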
# DNA FID counter – counter-screen for HCV NS3 helicase inhibitors: DNA intercalator displacement | actives 0.17% (n = 290,000) | inhibition, % at 7.9 µM | AID 1845 | DNA fluorescent intercalator displacement, fluorescence; in the data active = inhibition above about 37%;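 also: 0% = vehicle and 100% = reference compound; higher means more ethidium bromide displaced from hairpin DNA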
# MEKK2 mut-MEK5 – signal of MEK5 binding to mutant human MEKK2 PB1 domain; bead flow cytometry, Alexa488-MEK5 binding to MEKK2 mutant; percent response, % at 10 µM; actives 0.35% (n = 290,000); in the data active = percent response above about 24%, passing the limit was not always enough; also: inactives centre near 1; some results filed as inactive read as strong as hits; reference of the scale not given here
# GalR3 antagonist – antagonists of human GalR3; actives 0.44% (n = 360,000); O60755; inhibition, % at 3 µM; HEK293 GalR3-CNG cAMP membrane potential fluorescence; galR3 body fused to GalR1 C-terminus; AID 651719;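 active = inhibition above the screen-wide average plus 3 SD, cut at about 13% in these data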;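 also: forskolin and galanin both at EC90 stimulate the cells; cAMP rise reported by CNG channel membrane potential dye signal; 0% = forskolin plus galanin with DMSO and 100% = forskolin alone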
# Target sequence (O60755 1-299 limits assumed): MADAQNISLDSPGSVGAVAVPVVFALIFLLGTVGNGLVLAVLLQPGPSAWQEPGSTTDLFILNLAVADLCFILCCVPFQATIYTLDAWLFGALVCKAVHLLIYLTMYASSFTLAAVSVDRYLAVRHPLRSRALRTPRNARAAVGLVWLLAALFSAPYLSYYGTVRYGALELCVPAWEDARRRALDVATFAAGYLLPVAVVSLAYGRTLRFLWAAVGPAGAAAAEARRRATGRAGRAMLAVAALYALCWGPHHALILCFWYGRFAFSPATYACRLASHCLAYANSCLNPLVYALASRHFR
# * hit, by the source's call; ? = inconclusive; / = not tested or not shown; [ ] = remark or other dose. Not all compounds are listed. The share of hits here may be higher or lower than overall.
mol	SUMO HTRF inh	MEKK3 PB1 HTS	CRFR2-BP ag	NS3 helicase inh	MEKK2 WT-MEK5	CRFBP-R2 block	DNA FID counter	MEKK2 mut-MEK5	GalR3 antagonist
COc1ccc(C(=O)NC(=S)N(C)C2CCCCC2)cc1Br	18	103	3.4	1	109	-15	-17	5	-3
C/C(=N/N=C1/NC(=O)CC(C(=O)Nc2ccccc2)S1)c1cccs1 (centres undefined)	-10	95	1.0	-12	94	-23	-12	-2	-5
Cc1cc(=O)c2n(Cc3ccccc3Cl)nc[n+]2[nH]1	24	96	0.0	9	93	-2	0	-3	-3
Cc1ccc(C)c(NC(=O)CN(C)C(=O)COc2ncnc3sccc23)c1	7	94	1.4	4	93	-26	-6	-2	-6
COc1ccc(-c2noc(CCC(=O)N3CCN(c4cccc(C(F)(F)F)c4)CC3)n2)cc1	-2	100	4.8	1	96	2	-3	-12	-4
COc1cc(C(=S)N2CCOCC2)ccc1OS(=O)(=O)c1ccc(C)cc1	13	105	1.1	-9	101	0	-29	2	-4
Cc1nc2ccc(NC(=O)c3cccnc3)cc2s1	1	50*[inhibitor]	-1.5	4	60	-3	-1	-13	1
CC1=NN(C(=O)c2ccc(Cn3ccc([N+](=O)[O-])n3)cc2)C(O)(C(F)(F)F)C1 (centres undefined)	15	104	-2.6	-5	104	-3	-5	3	-3
CN1CCN(NC(=O)Nc2cc(Cl)cc(Cl)c2)CC1	9	107	-2.5	-1	112	11	4	10	-3
COc1ccc([C@H]2/C=C\CN(S(=O)(=O)c3cccc4cccnc34)[C@@H](C)C(=O)N2Cc2ccc(F)cc2)cc1	/	109	0.3	/	98	-4	/	3	-10
C=CCNC(=O)c1onc(CSc2cccc(Cl)c2)c1C(=O)O	-8	111	-1.5	16	111	0	-21	7	-2
CCOC(=O)C1Nc2ccccc2C2C(O)C(O)CC12 (centres undefined)	/	99	0.5	/	107	-6	/	2	-1
O=C(CSc1nc2ccccc2s1)N1N=C(c2cccs2)CC1c1ccc(F)cc1 (centres undefined)	-15	73*[inhibitor]	8.8	-6	95	-36	-9	-1	-1
Cc1c(S(=O)(=O)c2ccccn2)c(N)n(Cc2ccccc2Cl)c1C	9	99	5.9	-25	101	-14	-6	-7	-4
CS(=O)(=O)N(CC(=O)NC1CCCC1)C1CCCCC1	13	104	-0.6	13	102	-6	-3	2	9
CN(C)CCCNc1oc(-c2ccc(Cl)cc2)nc1C#N	31	86	0.3	-4	99	-20	13	-12	-4
O=C(N/N=C/C(Br)=C/c1ccccc1)C(O)c1ccccc1 (centres undefined)	-12	103	-0.5	12	96	-10	-9	2	-7
Cc1ccc(C(=O)Nc2c3c(nn2C(C)(C)C)CS(=O)(=O)C3)cc1C	6	102	-2.1	1	100	3	-9	-2	-6
Cc1ccc(S(=O)(=O)/N=C2\C=C(Nc3cccc(C(=O)O)c3)C(=O)c3ccccc32)c(C)c1	?	95	-0.5	-2	95	66*	12	1	-6
CCOC(=O)Nc1cccc(OCC(=O)Nc2ccccc2OCC)c1	-6	98	-0.7	-9	101	-6	-22	2	-5
CCOc1ccccc1C(=O)NCCc1cnc[nH]1	6	108	1.5	-5	106	5	-6	5	-9
CNc1nc(NN)nc(Nc2ccccc2)n1	0	108	-0.2	-49	105	17	-21	5	-4
Cc1ccccc1CS(=O)(=O)Cc1ccc(C(=O)NCC2CCCO2)o1 (centres undefined)	-14	/	-1.4	3	/	5	-8	/	-5
O=C(CNC(=O)c1ccccc1Cl)Nc1ccc(F)cc1	4	104	-0.1	-4	110	11	2	4	-11

# Some entries already given, showing only MEKK3 PB1 HTS, CRFR2-BP ag and MEKK2 WT-MEK5:
structure	MEKK3 PB1 HTS	CRFR2-BP ag	MEKK2 WT-MEK5
Cc1ccccc1CS(=O)(=O)Cc1ccc(C(=O)NCC2CCCO2)o1 (centres undefined)	/	-1.4	/
O=C(CNC(=O)c1ccccc1Cl)Nc1ccc(F)cc1	104	-0.1	110

# (cont.)
mol	SUMO HTRF inh	MEKK3 PB1 HTS	CRFR2-BP ag	NS3 helicase inh	MEKK2 WT-MEK5	CRFBP-R2 block	DNA FID counter	MEKK2 mut-MEK5	GalR3 antagonist
CCc1ccc(C(=O)COC(=O)CCc2nc3ccccc3c(=O)[nH]2)cc1	3	102	-1.1	9	107	-10	-15	2	-2
CCOc1ccc(C(=O)N(Cc2ccc(N(C)C)cc2)C2CCS(=O)(=O)C2)cc1 (centres undefined)	15	/	-1.6	17	/	-5	-39	/	-5
COc1ccc(N(CC(=O)NC(C)C)S(=O)(=O)c2ccc(NC(C)=O)cc2)cc1	12	101	-0.7	-1	100	-6	-9	-1	-4
O=C(NCc1ccc2c(c1)OCO2)c1ccc(CS(=O)(=O)c2ccc(Br)cc2)o1	-3	102	0.1	-2	98	3	-24	3	-4
O=C1/C(=C/c2cccnc2)SC(=S)N1c1ccc(O)cc1	29	106	0.5	9	106	5	-6	19	8
COc1cc(/C=C2/CCC/C(=C\c3cc(O)c(OC)c(Cl)c3)C2=O)cc(Cl)c1O	-6	101	3.1	1	88	-36	2	-6	-4
COc1ccc(CCC(=O)Nc2ccc(N3CCOCC3)cc2)cc1	10	100	-0.3	1	101	-4	-7	4	0
COCCn1nnnc1C(c1ccccc1)N1CCN(Cc2ccc3c(c2)OCO3)CC1 (centres undefined)	1	106	0.4	3	108	20	14	8	-4
CC(=O)c1ccc(NC(=O)CSc2nnc(NC(=O)CN3CCOCC3)s2)cc1	4	112	0.8	2	115	-8	-9	16	0
CCOC(=O)c1ccc(NC(=S)NCCc2ccccc2)cc1	-31	99	12	-11	97	28	-10	3	0
O=C(Nc1ccccc1C(=O)NCCCN1CCOCC1)c1ccc(F)cc1	-3	1.0*[inhibitor]	3.6	-4	-2.0*[inhibitor]	-10	1	-13	-1
COc1ccc(OC)c(S(=O)(=O)N(C)CC(=O)Nc2cc(Cl)ccc2OC)c1	5	105	0.1	-12	101	-12	-18	4	-4
N/C(=N\c1nc2c(c(=O)[nH]1)CCCC2)Nc1ccccc1Sc1ccccc1	6	88	1.0	0	86	-27	-6	-9	-5
CC(C)(C)c1cc(C(=O)NCCN2CCCC2)cc(C(C)(C)C)c1	-2	101	-1.6	-41	125	-25	22	18	-6
CC1CCc2nc(NC(=O)c3cc(C(C)(C)C)nn3C)sc2C1 (centres undefined)	-24	89	1.6	2	111	-27	-4	-2	-5
O=C(c1cnn2c(C(F)(F)F)cc(-c3ccccc3)nc12)N1CCCCC1c1cccnc1 (centres undefined)	28	96	-4.7	-2	98	0	-31	-3	-3
Cc1cccc(C(=O)N[C@H](C(=O)Nc2ncc(C)s2)C(C)C)c1	1	104	-1.3	-5	102	-31	-21	0	-1
CCC(CC)C(=O)Nc1nnc(SCC(=O)N2CCN(c3ccccc3OC)CC2)s1	9	101	0.5	-10	107	-26	-39	1	-8
C/C(=N\NC(=O)CC1N=C(Cc2ccccc2)NNC1=O)c1ccc(C)cc1 (centres undefined)	-2	104	-1.0	1	111	-5	-5	7	-1
O=C1C2C3c4ccccc4C(c4ccccc43)[C@@H]2C(=O)N1c1ccccn1 (some centres undefined)	22	72	-0.4	-11	70	-5	-28	-15	-5
CC(C)(C)NC(=O)C(c1ccncc1)N(C(=O)c1csnn1)c1ccccc1 (centres undefined)	-2	89	1.3	2	93	4	-13	-9	-4
C/C(=N\NC1=NCCN1)c1ccc(Cl)cc1	12	104	-1.8	5	107	4	7	8	-4
Cc1ccc(CCNCc2c(C(=O)O)c(C)n(-c3ccccc3)c2C)cc1	12	102	-1.0	-3	108	-6	-26	0	5
CCN1CCN(S(=O)(=O)c2ccc(OC)c(NC(=O)c3ccccc3)c2)CC1	18	103	-3.5	-10	107	3	12	7	-3
CC(C)CC(CO)N1CCN(C(=O)c2ccccc2)CCC1=O (centres undefined)	/	109	0.5	/	111	0	/	8	-7
CCC(C)C(=O)Nc1cc(OC)c(OC)cc1C(=O)O (centres undefined)	-10	104	0.2	6	102	-9	-6	2	-3
COc1ccc(C2=NOC(C)(c3nnc(-c4ccc(F)cc4)o3)C2)cc1 (centres undefined)	7	81*[inhibitor]	-1.4	/	96	10	/	-2	-1
CCc1ccccc1N1C(=O)C2CC=CCC2C1=O (centres undefined)	21	90	3.6	4	90	-4	-3	-6	0
COc1ccc(-c2cc(=O)oc3cc(OCC(=O)N[C@@H](Cc4c[nH]c5ccccc45)C(=O)O)ccc23)cc1	7	98	-0.6	-15	101	15	-2	3	-5
CCOC(=O)N1CCN(C(=O)CSc2ccc3nnc(-c4ccncc4)n3n2)CC1	-6	97	-0.9	-2	100	5	-28	-2	-2
Cc1ccc(S(=O)(=O)Nc2ccccc2-c2ccccc2NS(=O)(=O)c2ccc(C)cc2)cc1	-1	98	-1.2	15	98	19	-36	-8	1
CN(C)S(=O)(=O)c1cccc(NC(=O)C(c2ccccc2)c2ccccc2)c1	-15	98	2.4	-20	94	-8	-17	0	-11
CCn1cc(CNC(=O)c2cccc([N+](=O)[O-])c2)cn1	2	95	-0.6	-1	99	6	3	-2	-3
CCOC(=O)c1cc(-c2csc(N/N=C/c3ccccc3Cl)n2)on1	24	97	2.8	9	103	-7	-9	4	1
N#Cc1ccc(C(=O)Nc2nc(-c3cccs3)c(C(=O)C(F)(F)F)s2)cc1	4	102	39	8	96	43	-10	-2	3
Cc1ccc(C(=O)CNc2cccc([N+](=O)[O-])c2)cc1	12	106	-1.6	-2	104	18	12	-1	-6
CCCC(C)NC(=O)Cc1ccccc1[N+](=O)[O-] (centres undefined)	-1	102	-2.0	-1	102	13	-1	2	-1
COC(=O)c1ccc(C2C(C#N)=C(N)Oc3cc(C)n(C)c(=O)c32)cc1 (centres undefined)	16	98	2.3	4	96	2	2	-3	-1
CN(CCNC(=O)C1CC(=O)N(C2CCCC2)C1)Cc1ccccc1 (centres undefined)	/	108	11	9	110	26	10	7	5
COc1ccc(-c2noc3c2-c2nc(-c4ccc(C)cc4)sc2CC3)cc1	/	102	2.8	/	98	-11	/	3	-2
Cc1ccc(NC(=O)CN2CCCC2)cc1	19	102	0.0	-3	101	3	1	0	1
C=CCNC(=O)C1CCN(S(=O)(=O)c2ccc3ccccc3c2)CC1	9	99	-0.1	4	101	0	-27	-1	0
O=C(Nc1nnc(Cc2ccccc2)s1)C1CCN(C(=O)c2ccco2)CC1	23	98	-1.2	18	98	-7	-44	2	-8
Cc1ccc2cn[nH]c2c1[N+](=O)[O-]	4	99	0.6	10	92	5	1	-8	-2
CN1/C(=C\C=C(/C#N)C(=O)Nc2ccc(Cl)cc2)C(C)(C)c2ccccc21	12	98	141*	-13	97	-193	1	-1	3
CCn1c(N)c(C(N)=O)sc1=S	14	98	-0.9	0	99	-1	0	-2	0
Cc1cc(=O)[nH]c(N/N=C/c2ccccc2C(F)(F)F)n1	1	99	-1.5	1	98	1	-5	4	-2
